hiPSC survival: enhancers of human iPSC single-cell survival; AID 602274; 0.044% of 360,000 active; hiPSC single-cell survival, ATPlite luminescence; 100% = ROCK inhibitor wells, 0% = DMSO; survival enhancement, % at 20 µM; in the data active = survival enhancement above about 18%;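 note: cells exposed to compounds for 16 hours before the ATP read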
NR2E3 ag-1: activates human NR2E3 receptor | AID 602229 | CHO-S Gal4-NCOR/VP16-NR2E3 two-hybrid, luciferase | Q9Y5X4 | inhibition of corepressor binding, % at 3.98 µM | 0.35% of 360,000 active;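 active = inhibition above the mean of all tested compounds plus 3 SD, cut at about 70% in these data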;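 note: 0% = DMSO with NR2E3 transfected cells and 100% = cells lacking NR2E3 construct; higher means lower luciferase signal from less NR2E3 corepressor binding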
Target sequence (Q9Y5X4 whole entry, looked up, the tested form may be a part): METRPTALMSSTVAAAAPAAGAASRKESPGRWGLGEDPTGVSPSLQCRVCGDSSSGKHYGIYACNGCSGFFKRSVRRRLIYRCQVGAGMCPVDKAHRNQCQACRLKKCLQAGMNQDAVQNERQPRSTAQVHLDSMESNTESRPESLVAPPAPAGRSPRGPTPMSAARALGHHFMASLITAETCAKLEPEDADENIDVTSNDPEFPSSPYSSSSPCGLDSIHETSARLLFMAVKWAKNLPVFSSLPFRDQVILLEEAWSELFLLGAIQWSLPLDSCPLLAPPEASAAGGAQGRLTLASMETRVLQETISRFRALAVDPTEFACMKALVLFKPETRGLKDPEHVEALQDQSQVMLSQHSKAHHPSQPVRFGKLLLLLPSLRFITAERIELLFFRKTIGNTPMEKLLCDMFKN
Shn3 3UTR inh: Schnurri-3 reporter inhibition in Clone20 osteoblasts. 0.52% of 360,000 active. Clone20 osteoblast Shn3 3'UTR firefly luciferase, 24 h. AID 588674. inhibition, % at 12.5 µM;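 active = mean inhibition of at least 75% with every replicate also reaching 75%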;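 note: 0% = median of neutral control wells and 100% = pilot-screen positive control compound; some compounds past the cut are filed as inactive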
m5-HT2A agonist: agonists of mouse serotonin 5-HT2A receptor (HTR2A); 0.66% of 360,000 active; CHO-K1 mHTR2A beta-arrestin complementation, luminescence; percent of 30 µM serotonin response; activation, % at 7.6 µM;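 active = activation above a run cutoff, the mean activation of all tested compounds plus 3 SD, cut at about 14% in these data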;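 note: 0% = plate median of compound wells and 100% = 30 µM serotonin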
NR2E3 ag-2: NR2E3 (human) agonism; Q9Y5X4; GST-NR2E3/biotin-RetCOR TR-FRET, 1536-well; inhibition of corepressor binding, % at 4.78 µM; 0.12% of 320,000 active; AID 2300;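 active = percent inhibition above the cutoff of mean plus 3 SD of all tested compounds, set per screening campaign, cut at about 20% in these data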;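 note: 0% = DMSO wells and 100% = biotin wells as full block of FRET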
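System: GST-tagged NR2E3 plus biotinylated RetCOR corepressor; Buffer or medium: pH 7.5 Tris-based buffer; Probe or stimulus: RetCOR corepressor, biotinylated, 7 nM; Doses: compound at 4.8 µM, single dose; Schedule: 5 h incubation at 4 °C; Technique: time-resolved FRET; Evaluation: percent inhibition of TR-FRET ratio; Replication: one well per compound, singlicate testing.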
H9c2 protect: myocardial damage modulation in H9c2 cells; protection from H2O2 cell death, % at 20 µM; AID 588492; 0.63% of 360,000 active; H9c2 cardiomyocytes, H2O2 injury protection, ATPLite, 2 h;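 active = compounds giving at least 50% protection of heart cells from peroxide-induced death in the single-dose screen, raw or plate-pattern-corrected value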;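 note: 0% = DMSO wells with peroxide and 100% = DMSO wells without peroxide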
Peg3 prom inh: reduces Peg3 promoter-driven luciferase expression in HeLa. HeLa PEG-Prom luciferase reporter, luminescence, overnight. inhibition, % at 20 µM. 1.7% of 360,000 active. AID 588405;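 active = inhibition of at least 50% at 20 µM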
HIF-2a inh: HIF-2a inhibition. 786-0 RCC cells HIF-2a reporter, luciferase luminescence, overnight. inhibition, % at 18.8 µM. 0.72% of 360,000 active. AID 624352;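 active = inhibition of the luminescence signal of 40% or more relative to plate controls, in a single-dose primary screen at 18.75 µM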
CaV13 ICDI inh: Disruptors of the CACNA1D IQ motif to Ca2+-dependent inactivation inhibitor domain association, primary screening, Förster resonance energy transfer in intact living …. inhibition, % at 12.3 µM. 0.098% of 340,000 active. HEK cells, CFP/YFP FRET ICDI-IQ, plate reader, 10 min; percent FRET-ratio fall versus neutral wells;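 active = mean replicate inhibition of at least 30% and at least 1% of replicates passing that level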;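 note: 0% = median of the neutral control wells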
TRPM1 prom inh: reduces MITF-dependent TRPM1 promoter luciferase signal; 0.83% of 330,000 active; SK-MEL-5 TRPM1 promoter luciferase, 24 h; inhibition, % at 12.5 µM;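 active = mean inhibition across replicates of 60% or more, whatever share of single replicates reaches that level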; note: values of inactives mirror those of a sister screen read the other way
PDI turbidity: inhibitors of human protein disulfide isomerase; AID 588391; inhibition, % at 10 µM; 0.052% of 350,000 active; PDI insulin aggregation turbidity, A650, 90 min; P07237;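 active = mean inhibition across replicates of 30% or more, whatever share of single replicates reach that level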;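 note: absorbance from insulin aggregation driven by PDI reduction with DTT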
Target sequence (P07237 whole entry, looked up): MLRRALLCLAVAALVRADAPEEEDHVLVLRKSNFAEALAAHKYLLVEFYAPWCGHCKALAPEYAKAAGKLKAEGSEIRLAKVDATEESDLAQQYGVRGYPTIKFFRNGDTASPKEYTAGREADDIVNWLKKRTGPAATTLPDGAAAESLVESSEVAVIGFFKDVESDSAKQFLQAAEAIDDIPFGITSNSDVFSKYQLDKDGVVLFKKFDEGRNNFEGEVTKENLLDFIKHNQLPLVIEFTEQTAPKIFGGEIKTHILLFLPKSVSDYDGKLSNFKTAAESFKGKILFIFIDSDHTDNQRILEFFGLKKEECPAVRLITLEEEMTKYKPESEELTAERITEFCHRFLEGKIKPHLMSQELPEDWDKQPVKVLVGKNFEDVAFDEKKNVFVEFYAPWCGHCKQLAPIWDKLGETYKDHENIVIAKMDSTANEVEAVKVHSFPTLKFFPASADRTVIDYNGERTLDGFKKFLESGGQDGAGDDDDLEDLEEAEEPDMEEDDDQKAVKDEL
Starred values were filed as active, the others as inactive; . = no result given.

SMILES	hiPSC survival	NR2E3 ag-1	Shn3 3UTR inh	m5-HT2A agonist	NR2E3 ag-2	H9c2 protect	Peg3 prom inh	HIF-2a inh	CaV13 ICDI inh	TRPM1 prom inh	PDI turbidity
CC(C)CC(=O)NC(=S)Nc1nc(-c2cccc3ccccc23)cs1	-3.0	27	6	8	-1	-18	5	-3	-4	21	-21
CCN1CCCC1CNC(=O)CCNC(=O)c1cc(OC)c(OC)c(OC)c1 (stereo not drawn)	-1.7	0	-1	-1	-1	5	-1	-6	-7	-3	3
COc1cc(/C=N/n2cnnc2)ccc1OCC(=O)N1CCOCC1	0.1	12	13	5	2	-4	1	16	-3	1	0
Cc1noc(C)c1S(=O)(=O)N(C)C[C@H]1OCCCC[C@@H](C)Oc2ccc(NC(=O)CCCN(C)C)cc2C(=O)N([C@H](C)CO)C[C@@H]1C	-0.3	-24	9	4	.	5	6	12	-7	.	29
CCSc1c(-c2ccccc2)nc2c(C)cccc2c1C(=O)O	3.7	13	-3	-6	2	-3	16	11	.	-10	21
CCOc1ccc(-n2c(SCC(N)=O)nc3sc4c(c3c2=O)CCN(C)C4)cc1	-0.5	9	-1	3	0	-2	9	18	-15	0	4
Cn1cccc1Cc1nnc(SCC(=O)NC2CCCC2)n1-c1ccc(F)cc1	-0.3	-21	-1	3	-1	14	-3	4	-2	-10	.
COc1ccc(C2C3=C(CCCC3=O)Nc3nc(C(F)(F)F)nn32)c(OC)c1OC (stereo not drawn)	-2.2	-10	-2	-1	-1	-6	12	6	.	14	-3
O=C(NC1CCCCC1)N1CCCCCC1	-0.4	-26	3	5	-1	2	-5	-17	-8	-2	-5
CCCOc1ccc(N2C(=O)CC(N3CCN(CCN=CC4C(=O)CC(C)(C)CC4=O)CC3)C2=O)cc1 (stereo not drawn)	-0.1	-9	1	1	1	4	0	11	-5	-6	-1
CCNc1ccc(C(=O)OCC(=O)N2c3ccccc3NC(=O)C2(C)C)cc1[N+](=O)[O-]	0.3	-13	12	5	1	25	18	22	-5	-5	12
COc1cc(Cl)c(C)cc1NC(=O)[C@@H]1CCCN1C(=O)c1cccs1	4.4	2	-7	-1	1	-6	19	8	-3	14	15
CS(=O)(=O)N(CC(=O)N/N=C/c1cccs1)c1cccc(Cl)c1Cl	0.8	2	-5	-5	2	-14	-2	12	0	-11	-5
Cc1ccnc(N/C=C(/NC(=O)c2ccccc2)C(=O)N/N=C\c2ccc(Cl)cc2)n1	-0.4	-17	8	-1	-3	17	-5	5	-4	3	-5
CC1(C)CC2CC(C)(CN2C(=S)NC(=O)c2ccccc2Cl)C1 (stereo not drawn)	-0.6	-15	-9	-6	-4	12	6	12	-5	-4	-8
C[C@H](CO)N1C[C@H](C)[C@@H](CN(C)S(=O)(=O)c2ccccc2)Oc2ccc(NC(=O)Nc3ccc(C(F)(F)F)cc3)cc2C1=O	2.4	-26	-1	-5	.	-7	24	-10	-4	-3	4
COc1cc(CN2CCN(Cc3ccc(C)cc3)CC2)c([N+](=O)[O-])cc1OC	2.0	-3	23	-4	-1	0	2	16	-3	-4	-4
COCCCN1C(=O)c2ccc(C(=O)OCC(=O)N3CCN(c4ccccc4)CC3)cc2C1=O	0.0	1	-1	-4	5	5	2	2	-4	1	-3
CCCC(=O)N1CCCC(c2cc(C(=O)Nc3ccc4c(c3)OCO4)no2)C1 (stereo not drawn)	-0.9	-51	-122	5	.	-1	-214	5	-5	.	-14
CCOc1ccc(-c2nnc(SCC(=O)N3CCOCC3)o2)cc1	5.8	-22	-13	1	-5	-3	-48	-66	1	-17	4
COc1ccc(OC)c(/C=C/C(=O)OCC(=O)Nc2ccc(Cl)c(S(=O)(=O)N(C)C)c2)c1	-0.5	-15	9	-1	1	0	6	12	-43	6	2
O=C(O)CSc1nc2ccc(Br)cc2[nH]1	-0.2	2	9	5	.	2	11	17	-10	-2	-7
Cc1cnc(C(=O)OC(C)C(=O)c2c(C)[nH]c3ccccc23)cn1 (stereo not drawn)	1.1	18	1	-2	1	12	1	20	-15	11	3
CSc1cccc(NC(=O)N2CCN(C)CC2)c1	-0.7	-12	1	-2	-3	1	2	6	-5	-37	-44
CCOc1ccc(S(=O)(=O)Nc2cccc(C(=O)NCCCN3CCCC3=O)c2)cc1	-0.1	-5	11	-6	2	-6	13	11	-2	8	5
SMILES	hiPSC survival	NR2E3 ag-1	Shn3 3UTR inh	m5-HT2A agonist	NR2E3 ag-2	H9c2 protect	Peg3 prom inh	HIF-2a inh	CaV13 ICDI inh	TRPM1 prom inh	PDI turbidity
CCN(CC(=O)Nc1ccccc1C(F)(F)F)C(=O)CCSc1ccc(F)cc1	0.1	-1	8	5	9	7	18	17	-5	-4	-4
COc1ccc(-c2cc(C(F)(F)F)nc(NCc3ccco3)n2)cc1OC	1.3	-17	5	3	6	-3	11	0	.	-15	0
C/C(=N\NC(=O)C1CC1)c1ccc(C)c(C)c1	-0.3	-39	-10	8	.	-3	-47	-25	-7	-19	-5
COc1ccc(Br)cc1CNC(=O)C1CCC(=O)N1C(C)C (stereo not drawn)	1.9	-31	9	0	2	-2	3	-1	-6	-1	4
COc1cc2ncc(S(=O)(=O)c3ccccc3)c(N3CCCC(C)C3)c2cc1OC (stereo not drawn)	1.9	28	16	3	5	5	47	7	-3	.	.
CCN(CC)C(=O)C(=O)c1cn(CC(=O)NCC2CCCO2)c2ccccc12 (stereo not drawn)	1.4	10	-2	7	0	-1	16	18	-2	6	-3
S=c1nc(-c2ccccc2)oc2c1CCCC2	-0.6	-82	-71	-1	0	-2	-312	-287	-6	-48	0
c1ccc(-c2nnc3n2NC(c2ccc4c(c2)OCO4)S3)cc1 (stereo not drawn)	0.3	-6	-31	-1	3	0	24	19	-8	6	-5
CCN(CC)S(=O)(=O)c1cc(C(=O)NC2=NCCS2)ccc1Cl	-1.4	-16	2	-3	0	-13	-33	-50	-4	-2	6
Nc1nnc(SCC(=O)NNC(=O)c2ccccc2F)s1	4.2	13	-27	2	.	-4	16	4	-5	-9	2
O=C(c1ccsc1)N1CCCC(N2CCOCC2)C1 (stereo not drawn)	-0.5	3	-15	0	1	2	18	11	-7	-3	-5
O=C(c1ccccc1)C(c1ccccc1)c1ccccc1	-0.6	-21	-1	-4	-3	-3	-72	-3	-9	-1	-5
COC(=O)CN(C)C(=O)c1ccc(OC)c(OC2CCN(C(C)C)CC2)c1	-0.8	-7	-18	2	-1	-4	-26	-45	-4	-24	-2
O=C(Cn1nnc(N2CCCCC2)n1)c1ccc(Cl)c(Cl)c1	-0.1	-8	4	1	4	-1	-2	17	-1	1	-3
CCc1ccccc1N(CC(=O)NC(C)c1ccccc1)S(C)(=O)=O (stereo not drawn)	-0.4	-30	-6	-1	1	-1	-2	12	-2	-5	-4
COc1cc(OC)cc(C(=O)Nc2ccccc2N2CCOCC2)c1	-1.2	0	0	0	0	5	1	-6	-7	1	0
COc1cccc(CN2CCN(Cc3cc4ccccc4o3)CC2CCO)c1 (stereo not drawn)	-0.5	-8	-9	4	1	0	12	1	-4	-6	2
CCC(C)(C)n1nnnc1CN(Cc1ccc(Cl)cc1)Cc1ccco1	2.8	-12	2	-6	1	-12	27	9	.	8	10
COc1ccc(OC)c(NC(=O)COC(=O)c2cc3c(s2)CCC3)c1	0.5	-11	15	2	4	-4	7	19	-2	-5	-1

In the list so far, these contain fluorine:
SMILES	hiPSC survival	NR2E3 ag-1	Shn3 3UTR inh	m5-HT2A agonist	NR2E3 ag-2	H9c2 protect	Peg3 prom inh	HIF-2a inh	CaV13 ICDI inh	TRPM1 prom inh	PDI turbidity
Cn1cccc1Cc1nnc(SCC(=O)NC2CCCC2)n1-c1ccc(F)cc1	-0.3	-21	-1	3	-1	14	-3	4	-2	-10	.
COc1ccc(C2C3=C(CCCC3=O)Nc3nc(C(F)(F)F)nn32)c(OC)c1OC (stereo not drawn)	-2.2	-10	-2	-1	-1	-6	12	6	.	14	-3
C[C@H](CO)N1C[C@H](C)[C@@H](CN(C)S(=O)(=O)c2ccccc2)Oc2ccc(NC(=O)Nc3ccc(C(F)(F)F)cc3)cc2C1=O	2.4	-26	-1	-5	.	-7	24	-10	-4	-3	4
CCN(CC(=O)Nc1ccccc1C(F)(F)F)C(=O)CCSc1ccc(F)cc1	0.1	-1	8	5	9	7	18	17	-5	-4	-4
COc1ccc(-c2cc(C(F)(F)F)nc(NCc3ccco3)n2)cc1OC	1.3	-17	5	3	6	-3	11	0	.	-15	0
Nc1nnc(SCC(=O)NNC(=O)c2ccccc2F)s1	4.2	13	-27	2	.	-4	16	4	-5	-9	2

Assay outcomes (PubChem)
